V-ATPase pH: regulators of yeast V-ATPase proton pumping, primary screen, pHLuorin cytosolic pH fluorescence. 350,000 compounds, 0.37% hits. S. cerevisiae. response, % at 10 µM; in the data active = response mostly above about 7.3%, no sharp cut-off; inactive = mostly below about 5.4%; note: actives read high; inactives centre near 0; some compounds called inactive have numbers as strong as hits; reference of the scale not given here
HTR5A inv ctr: HTR5A inverse agonists in luminescence cell assay, primary screen, counter-screen for OPRM1-OPRD1 heterodimer inverse agonist project, full-deck HTS. 340,000 compounds, 0.083% hits. AID 504634, 2011. HTR5A cell line, inverse agonism. inhibition, % at 9.3 µM; in the data active = inhibition mostly above about 23%, no sharp cut-off; inactive = mostly below about 18%;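 note: 0% = cells with DMSO and 100% = no-cell wells with DMSO; some compounds called inactive have numbers as strong as hits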
MOR-DOR ag: agonists of OPRM1-OPRD1 heterodimerization, primary screen, cell-based, luminescence; Mu-type opioid receptor (Homo sapiens) + Delta-type opioid receptor (Homo sapiens), …; cells; activation, % at 9.3 µM; 340,000 compounds, 0.3% hits; AID 504326, 2011; in the data active = activation above about 18%;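 note: 0% = vehicle-treated cells and 100% = reference agonist; values of inactives mirror those of a sister screen read the other way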
Target sequence (P35372 whole entry, looked up): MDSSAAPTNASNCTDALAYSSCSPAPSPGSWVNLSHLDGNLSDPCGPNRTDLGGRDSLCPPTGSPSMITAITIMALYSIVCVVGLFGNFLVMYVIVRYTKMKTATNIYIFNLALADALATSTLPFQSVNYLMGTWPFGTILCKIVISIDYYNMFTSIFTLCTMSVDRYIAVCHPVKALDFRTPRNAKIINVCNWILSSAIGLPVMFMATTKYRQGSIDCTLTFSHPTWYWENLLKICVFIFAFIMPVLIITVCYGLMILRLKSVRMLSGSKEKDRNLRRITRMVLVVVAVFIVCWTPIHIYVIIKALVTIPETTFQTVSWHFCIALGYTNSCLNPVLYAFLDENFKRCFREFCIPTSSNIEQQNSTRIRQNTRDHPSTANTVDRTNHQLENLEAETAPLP
Target sequence (P41143 whole entry, looked up): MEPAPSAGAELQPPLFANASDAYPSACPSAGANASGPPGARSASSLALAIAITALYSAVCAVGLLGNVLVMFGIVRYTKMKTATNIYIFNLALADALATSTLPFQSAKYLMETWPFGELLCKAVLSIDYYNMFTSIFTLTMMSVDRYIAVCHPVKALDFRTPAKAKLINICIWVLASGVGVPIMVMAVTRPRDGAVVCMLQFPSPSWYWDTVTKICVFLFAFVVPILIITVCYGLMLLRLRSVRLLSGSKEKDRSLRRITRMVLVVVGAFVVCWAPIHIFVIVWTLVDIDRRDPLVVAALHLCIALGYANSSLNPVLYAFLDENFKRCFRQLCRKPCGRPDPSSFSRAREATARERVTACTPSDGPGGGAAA
Pemphigus Ab inh: inhibitors of pemphigus antibody binding to DSG3, primary screen, biochemical, bead-based, flow cytometry, scFv-GFP; binding (percent of control), % at 10 µM; Desmoglein-3 (Homo sapiens), P32926; AID 588358, 2011; 310,000 compounds, 0.48% hits; DSG3-coupled beads, scFv-anti-DSG3-GFP binding; stronger effect = lower value;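 active = binding more than 3 SD below its plate's average and above zero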; note: some compounds called inactive have numbers as strong as hits
HTR5A ag: HTR5A agonists in luminescence cell assay, primary screen, counter-screen for OPRM1-OPRD1 heterodimer agonist project, full-deck HTS. activation, % at 9.3 µM. 5-hydroxytryptamine receptor 5A (Homo sapiens), P47898. 340,000 compounds, 0.61% hits. cell-based; in the data active = activation mostly above about 9.5%, no sharp cut-off; inactive = mostly below about 7.6%;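 note: 0% = cells with vehicle only and 100% = reference agonist; strong numbers were not always called active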
Arrestin-AP2 inh: inhibitors of beta-arrestin/AP2 binding, primary screen, biochemical, GPCR trafficking, flow cytometry; 340,000 compounds, 0.31% hits; inhibition, % at 10 µM; beta-arrestin 1 C-terminal peptide binding to AP2 beta2-adaptin appendage (human); FITC-arrestin peptide / GST-AP2 beads; AP2 beta2 appendage carries R879A mutation;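 active = inhibition above a set limit, near 3 SD of compounds lacking own fluorescence, cut at about 54% in these data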;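 note: plate controls were DMSO wells for no effect and 5 µM unlabelled arrestin peptide for full effect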
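System: GST-AP2 R879A glutathione beads | Also added: FITC-arrestin peptide, 50 nM | Times: 12 min plus 1 h, RT | Signal: Bead flow cytometry, FITC channel | Buffer or medium: PBS with 0.05% Tween 20 and 0.1% BSA | Read-out basis: Percent drop in bead-associated FITC signal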
MOR-DOR inv ag: inverse agonists of MOR-DOR heterodimerization, primary screen, cell-based, luminescence. cell-based MOR-DOR heterodimer luminescence, inverse agonism. inhibition, % at 9.3 µM. Mu-type opioid receptor (Homo sapiens) + Delta-type opioid receptor (Homo sapiens), …. 340,000 compounds, 0.21% hits; in the data active = inhibition above about 22%, passing the limit was not always enough;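 note: 0% = cells with DMSO and 100% = wells without cells with DMSO; values of inactives mirror those of a sister screen read the other way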
PKA-R2B act: activators of PKA-R2B holoenzyme, primary screen, biochemical, fluorescence polarization, Cy5-IP20, human | activation, % at 11.4 µM | PKA-R2B holoenzyme dissociation; R2B truncated from residue 108, S112A mutant; 0% DMSO only, 100% 113 µM cGMP | cAMP-dependent protein kinase catalytic subunit beta (Homo sapiens) + cAMP-dependent … | 340,000 compounds, 0.079% hits;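 active = activation above a cutoff set at the mean over all compounds plus 3 SD, cut at about 18% in these data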;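 note: higher means more holoenzyme dissociation and a rise in polarization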
PKA-R1A activ: activators of PKA-R1A holoenzyme, primary screen, biochemical, fluorescence polarization, Cy5-IP20, bovine R1A, mouse PKAc | PKA-R1A dissociation; scaled: DMSO 0%, 113 µM cGMP 100% | activation, % at 11.4 µM | 340,000 compounds, 0.083% hits | AID 504707, 2011;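 active = percent activation above the mean of all tested compounds plus 3 SD, cut at about 19% in these data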;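 note: higher means more PKAc released from R1A so a rise in polarization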
DAGLB inhibitor: DAGLB lipase inhibitors, primary screen, biochemical, fluorescence, HTS. inhibition, % at 5.17 µM. HEK293T DAGLB membrane lysate, EnzChek fluorogenic substrate. 340,000 compounds, 0.059% hits; in the data active = inhibition above about 34%;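 note: 0% = enzyme with vehicle and 100% = wells lacking enzyme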
An asterisk follows results filed as active; · = not tested or not shown.

canonical_smiles	PKA-R1A activ	Pemphigus Ab inh	PKA-R2B act	DAGLB inhibitor	HTR5A ag	Arrestin-AP2 inh	MOR-DOR inv ag	V-ATPase pH	MOR-DOR ag	HTR5A inv ctr
Cc1cccc(Nc2ncnc(N)c2[N+](=O)[O-])n1	2	105	0	-2	-4	1	12	2	-2.3	11
COc1ccccc1NC(=O)CSc1nnc(CNC(=O)c2cccs2)o1	-5	102	-9	1	3	-6	16	1	-3.1	-1
COc1ccccc1C(=O)NCC(=O)N1CCN(C/C=C/c2ccccc2)CC1	-6	100	-14	0	7	0	9	3	-2.2	-18
CCOc1cc(C(=O)NCc2ccc(-c3nc4ccccc4o3)cc2)cc(OCC)c1OCC	-2	97	5	-1	-3	27	10	-1	-1.7	9
CCC(=O)Nc1cc(-c2nnc(OC)c3ccccc23)ccc1N1CCOCC1	-6	99	-8	2	4	-12	18	3	-3.2	-11
O=C(Cn1cnc2ccccc21)Nc1cc(C(F)(F)F)ccc1N1CCOCC1	10	·	-2	2	·	-2	·	2	·	·
CCOc1ccc(C(=O)c2nc3c(n2O)CCCC3)cc1	-4	77	-7	-5	2	13	2	3	-0.4	1
CC(C)OCCCNC(=O)CNC(=O)c1cccs1	-7	107	-7	2	5	2	-2	0	0.3	-12
O=C(NCc1ccc2c(c1)OCO2)C(=O)NCC1CCCO1 (configuration not stated)	-12	97	-9	-3	0	6	22	-2	-4.2	0
NCCCC[C@H]1CN=C(N)N1CC1CCCCC1	3	111	2	1	5	1	0	1	0.1	-15
COc1cc(C(=O)NCCc2ncccc2C)ccc1OC1CCN(C(C)=O)CC1	-6	98	5	0	3	-9	3	1	-0.6	-21
CCCNC(=O)NC(C(=O)OC)C12CC3CC(CC(C3)C1)C2 (configuration not stated)	-10	113	-12	-1	4	22	13	-7	-3.2	0
O=C(O)C1CCC(CN(Cc2cccc(Br)c2)C(=S)Nc2ccccc2F)CC1 (configuration not stated)	-8	99	2	3	3	24	11	-2	-2.0	-3
CCOC(=O)c1ccc(OS(=O)(=O)c2ccccc2)c(OC)c1	-4	96	-4	-5	2	-9	8	1	-1.4	-5
COc1ccc(Cc2nnc(NC(=O)c3ccccc3[N+](=O)[O-])s2)cc1	-4	84	8	-1	9	-2	-7	3	1.0	-22
CON(C)C(=O)CC1(CN(Cc2ccccc2)C(=O)OC(C)(C)C)CCCCC1	-11	104	-8	-13	6	9	-37	-5	8.1	-12
COC(=O)C1=C(C)NC(C)=C(C(=O)O[C@@H]2CCCN(Cc3ccccc3)C2)[C@@H]1c1cccc([N+](=O)[O-])c1	0	110	-13	-1	-3	-9	-34	-1	6.2	-19
Cc1ccc(S(=O)(=O)N2CCCCC2)cc1NC(=O)CNc1ccc(C(F)(F)F)cc1	8	103	-3	-3	-1	-7	0	-1	0.1	2
Nc1nc(SCC(=O)C23CC4CC(CC(C4)C2)C3)n[nH]1	-8	97	-8	1	9	-49	16	7	-2.9	-24
CC1CCCCC1NC(=O)CCN1C(=O)C2C3C=CC(C3)C2C1=O (configuration not stated)	4	103	-10	0	1	3	17	0	-3.2	-1

canonical_smiles	PKA-R1A activ	Pemphigus Ab inh	PKA-R2B act	DAGLB inhibitor	HTR5A ag	Arrestin-AP2 inh	MOR-DOR inv ag	V-ATPase pH	MOR-DOR ag	HTR5A inv ctr
CCOC(=O)c1c(-c2ccc(C)cc2)csc1NC(=O)c1cccc(N2C(=O)CCC2=O)c1	3	94	-11	1	1	-4	7	2	-1.4	10
CCN(CC(=O)Nc1cc(S(=O)(=O)N2CCOCC2)ccc1C)Cc1ccccc1	-13	125	-2	-3	-4	-1	-10	0	1.9	10
O=C(CCSc1ccccc1)N1CCOCC1	-9	100	-9	3	0	7	-6	-7	1.1	2
COc1c(F)c(F)c(C(=O)O)c(Nc2ccc(C)cc2C)c1F	-10	102	2	6	-1	-5	16	1	-2.8	2
O=C(N/N=C/c1cccnc1)c1cc(-c2cccs2)nc2ccccc12	1	100	-10	-3	-1	6	1	-1	-0.3	11
CN1OC[C@@H]2CN[C@H](c3cccc(Oc4ccccc4)c3)C[C@@H]21	-5	96	-6	4	·	·	·	-2	·	·
CC(Sc1ccc2c(c1)OCCO2)C(=O)Nc1ccc2c(c1)OCO2 (configuration not stated)	5	·	-3	-2	1	-5	18	-2	-3.0	-11
CCc1cccc(C)c1NC(=O)c1cccnc1	10	96	1	-2	2	6	16	-1	-3.3	12
O=C(NC1CCS(=O)(=O)C1)/C(=C\c1ccc(F)cc1)NC(=O)c1ccccc1 (configuration not stated)	1	106	8	-1	2	27	5	-1	-1.0	-6
COc1cc(/C=N/NC(=O)c2ccncc2)ccc1OC(=O)c1ccccc1Cl	4	92	-6	1	1	20	-12	-3	2.4	-3
CCN(C[C@H]1N[C@@](C)(C(=O)OC)[C@H]2C(=O)N(Cc3ccccc3)C(=O)[C@@H]12)S(=O)(=O)c1ccc(C)cc1	-2	82	5	1	-1	-3	16	2	-3.4	4
COc1cc(OC)cc(C(=O)NCCOC23CC4CC(CC(C4)C2)C3)c1	2	106	2	0	-2	5	3	1	-0.6	6
Cc1ccc(-c2csc3ncn(CC#N)c(=O)c23)cc1	-10	100	-3	-2	1	-2	-2	-1	0.4	-3
CN1CCN(CCCNC(=O)C2CC(=O)N(C3CCCCC3)C2)CC1 (configuration not stated)	-13	101	-2	-3	-1	-2	15	-1	-2.6	2
CC(=O)c1ccc(OCc2cc(C(=O)N3CCN(c4ccccc4)CC3C)no2)cc1 (configuration not stated)	-9	101	-2	0	-2	16	7	-3	-1.3	8
CC(=O)c1c(Nc2cccc(F)c2)oc(C)cc1=O	8	99	0	3	-1	22	-4	1	0.7	3
CCCCCCCCn1cnc2c(N)c(C)c(C)cc21	-20	103	0	-2	10	-7	11	4	-2.2	-33
COc1ccc(CN(C)CC(=O)NC(=O)NCc2ccccc2)cc1OC	21*	87	-5	2	4	0	-6	1	0.9	-13
Cc1nc2scc(C)n2c(=O)c1S(=O)(=O)NCCc1ccccc1	-3	103	0	1	1	-7	-3	3	0.5	-6
Cc1cc(C)cc(N2C(=O)CC(n3nc(C)cc3C)C2=O)c1 (configuration not stated)	0	100	0	3	0	5	12	-1	-2.2	-20

canonical_smiles	PKA-R1A activ	Pemphigus Ab inh	PKA-R2B act	DAGLB inhibitor	HTR5A ag	Arrestin-AP2 inh	MOR-DOR inv ag	V-ATPase pH	MOR-DOR ag	HTR5A inv ctr
O=c1oc2c(CN3CCCCC3)c(O)ccc2c2c1CCCCC2	-1	103	-3	-2	4	4	2	7	-0.4	-1
O=C1CC(N2CCSCC2)C(=O)N1c1ccc(F)cc1 (configuration not stated)	-3	111	-2	3	2	-21	-1	4	0.1	19
O=C(CSc1nnc(-c2cccnc2)o1)Nc1cccc(Cl)c1	-4	113	2	0	1	-1	0	3	0.1	-19
C[C@H]1CN([C@@H](C)CO)C(=O)Cc2cc(NS(=O)(=O)c3ccc(Cl)cc3)ccc2O[C@@H]1CN(C)C(=O)Nc1cccc2ccccc12	-4	92	-3	-1	-2	45	-12	-1	2.6	6
O=C(c1ccc(S(=O)(=O)N2CCOCC2)cc1)N1CCCc2ccccc21	-22	94	2	-3	2	1	13	-6	-2.5	24
Brc1ccc(CSc2nnc(Cc3c[nH]c4ccccc34)o2)cc1	-15	97	0	-1	1	24	-31	0	5.9	-34
Fc1ccc(CSc2ncnc3scc(-c4ccccc4)c23)cc1	-3	108	-13	-16	6	-18	-1	-2	0.1	-22
CCOC(=O)C1CCN(C(=O)COC(=O)c2ccccc2OCC)CC1	1	92	-1	-1	-5	29	9	2	-1.7	18
COc1ccc(CC(=O)NC(C)c2ccc(S(N)(=O)=O)cc2)cc1S(=O)(=O)N1CCOCC1 (configuration not stated)	3	115	-10	-1	3	-6	12	-3	-2.2	-25
O=[N+]([O-])c1cccc2c(S(=O)(=O)N3CCOCC3)cccc12	-7	97	-6	0	-3	-7	-1	0	0.2	12
Cn1c(NCc2cccnc2)nc2c1c(=O)n(Cc1ccccc1F)c(=O)n2C	-6	96	-2	3	1	4	23	-1	-5.2	-3
CC(Sc1ccccc1F)C(=O)Nc1cccc(S(=O)(=O)N2CCOCC2)c1 (configuration not stated)	-4	103	2	-1	-2	-15	10	-1	-2.5	2
O=C(CCCn1cnc([N+](=O)[O-])n1)Nc1cccc2ccccc12	-6	96	-6	3	2	8	-38	-2	7.5	-5
Cc1ccc(OCCC(=O)NNC(=O)c2ccc(Br)cc2)cc1	-3	91	5	-7	2	0	13	-1	-2.6	-6
CCN(CC)CCNc1nc2c(c(=O)n(C)c(=O)n2C)n1C/C=C(/C)Cl	-14	100	-10	-1	-4	-6	10	-1	-1.6	4
CC(=O)c1cccc(N(CC(=O)Nc2ccc(F)cc2F)S(C)(=O)=O)c1	10	105	0	-1	2	-1	2	0	-0.3	22
Cc1ccc(CNS(=O)(=O)c2ccc3c(c2)CCN3C(=O)CCCC(=O)O)cc1	2	93	2	1	1	4	11	1	-2.4	-2
Cc1ccc(N(CC(=O)NCc2ccco2)C(=O)CCC(=O)Nc2nccs2)cc1C	2	·	-2	0	-1	1	-1	4	0.2	14
C#CCNC(=O)C1=C[C@H](c2ccccc2)[C@@H](CCCO)[C@H](OCC)O1	5	105	-3	-1	4	4	2	0	-0.3	-10
Cc1ccc(C2=NNC3(CCOC(C)(C)C3)S2)cc1 (configuration not stated)	-2	107	-2	-11	-1	0	-17	·	2.4	12

canonical_smiles	PKA-R1A activ	Pemphigus Ab inh	PKA-R2B act	DAGLB inhibitor	HTR5A ag	Arrestin-AP2 inh	MOR-DOR inv ag	V-ATPase pH	MOR-DOR ag	HTR5A inv ctr
Cc1ccc(OCC(=O)N2CCN(c3nnc(-c4ccc(C)cc4)c4ccccc34)CC2)cc1	-11	106	-9	-3	1	-7	5	-2	-1.2	0
O=C(Nc1ccc2nn(-c3ccccc3)nc2c1)c1cccnc1	-5	99	-2	-2	0	-2	4	-3	-0.9	1
CCOc1ccc(C(=O)Nc2nc3ccccc3[nH]2)cc1OCC	4	101	8	-3	3	-3	1	2	-0.3	-9
CC(=O)c1ccc(OCC(=O)OCC(=O)NCc2ccco2)cc1	-4	·	-1	2	5	-2	6	-4	-1.4	-13
Cc1ccc(NC(=O)Cn2c(C)csc2=O)cc1	-3	93	-4	0	-2	-2	18	2	-3.3	-3
CCCCCCCCC(=O)NCCOc1ccc(OC)cc1	10	98	-1	-4	3	-5	0	0	-0.1	5
CCc1nnc(NS(=O)(=O)c2ccc(NC(=O)c3cccc(Cl)c3)cc2)s1	12	95	7	3	-1	12	3	-2	-0.7	-11

Source: PubChem (several laboratories)
